KKLEB cytotox = reduces viability of KKLEB cystic fibrosis airway cells; KKLEB CF airway cells viability, ATPlite luminescence, overnight; active compounds read low; cells stimulated with P. aeruginosa culture filtrate; activity change (cytotoxicity), % at 5 µM; 360,000 tested, 0.36% active; AID 602141;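 active = corrected activity change at or below -50% at 5 µM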
NCOA2 inhibitor = inhibits human steroid receptor coactivator 2; Q15596; HEK293 GAL4-SRC2 luciferase reporter, luminescence; inhibition, % at 9 µM; 370,000 tested, 0.17% active; AID 651957;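 active = inhibition above the mean inhibition of all tested compounds plus 3 SD, set per campaign, cut at about 52% in these data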;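 note: 0% = DMSO treated cells and 100% = cells given Gossypol at 36 µM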
COUP-TFII inh = inhibitors of human COUP-TFII (NR2F2); P24468; HEK293T NGFI-A luciferase reporter, luminescence; inhibition, % at 8.6 µM; 370,000 tested, 0.7% active; AID 686940;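 active = inhibition above a per-plate cutoff, mean inhibition of test wells between control levels plus 3 SD, cut at about 38% in these data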;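 note: cells cotransfected with COUP-TFII expression vector driving the NGFI-A reporter; 0% = median of COUP-TF2 test wells and 100% = reporter-only cells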
Target sequence (P24468 whole entry, looked up): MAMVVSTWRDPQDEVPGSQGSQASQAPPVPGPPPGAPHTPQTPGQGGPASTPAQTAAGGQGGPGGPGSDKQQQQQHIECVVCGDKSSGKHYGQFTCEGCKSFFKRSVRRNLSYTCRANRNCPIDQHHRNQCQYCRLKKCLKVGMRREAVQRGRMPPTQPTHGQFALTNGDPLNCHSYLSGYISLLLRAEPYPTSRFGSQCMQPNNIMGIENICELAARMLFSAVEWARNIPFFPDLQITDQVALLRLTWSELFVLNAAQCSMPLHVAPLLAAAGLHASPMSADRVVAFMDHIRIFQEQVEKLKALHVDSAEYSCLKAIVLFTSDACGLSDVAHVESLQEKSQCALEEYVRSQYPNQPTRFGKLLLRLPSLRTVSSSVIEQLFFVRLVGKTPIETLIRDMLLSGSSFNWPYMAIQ
EBV LMP1 NFkB = Epstein-Barr LMP1 NF-kappaB reporter inhibition; LMP1-induced NF-kappaB luciferase reporter cells, luminescence; inhibition, % at 12.5 µM; 350,000 tested, 0.69% active; AID 504558; in the data active = inhibition above about 41%;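 note: 0% = neutral control wells and 100% = reference inhibitor control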
C8 TRAIL sens = sensitizes caspase-8 expressing cells to TRAIL; inhibition (viability loss, TRAIL sensitization), % at 10 µM; 360,000 tested, 1% active; AID 624354; NB7+C8 cells + TRAIL, ATPlite viability luminescence;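 active = compounds causing at least 50% loss of cell viability in the single-dose screen, relative to plate controls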
SRC1 inh = inhibitors of human steroid receptor coactivator 1 (SRC1); Q15788; inhibition, % at 3.6 µM; 360,000 tested, 0.12% active; AID 588354; HEK293 GAL4-SRC1 luciferase reporter, luminescence;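 active = inhibition above the campaign mean plus 3 SD, with each screening campaign given its own cutoff, cut at about 60% in these data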;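 note: 0% = DMSO treated cells and 100% = gossypol at 36 µM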
CF NFkB block = inhibitors of cystic fibrosis induced NF-kB. KKLEB NF-kB-GFP reporter, PAF-induced, GFP fluorescence overnight. inhibition, % at 5 µM. 360,000 tested, 0.86% active;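 active = at least 50% inhibition at 5 µM, scaled per plate between neutral and stimulator controls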;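 note: PAF is a Pseudomonas aeruginosa culture filtrate used as stimulus; plate controls were PAF-stimulated DMSO wells for no effect and unstimulated DMSO wells for full effect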
SRC3 inh = human NCOA3 inhibition; Q9Y6Q9; HEK293 GAL4-SRC3 luciferase reporter, luminescence; inhibition, % at 3.6 µM; 360,000 tested, 0.17% active; AID 588352;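 active = inhibition above a per-campaign cutoff, the mean of all compounds plus 3 SD, cut at about 60% in these data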;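 note: 0% = DMSO-treated cells and 100% = gossypol-treated cells at 36 µM; higher means less SRC3-driven luciferase light from the GAL4 reporter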
LRH-1 inv ag = NR5A2 inverse agonism in reporter assay; HEK293T StAR-luciferase reporter, LRH-1 transfected, 24 h; AID 602396; 360,000 tested, 0.13% active; inhibition, % at 3.6 µM;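 active = inhibition above the mean inhibition of all tested compounds plus 3 SD, cut at about 73% in these data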;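 note: 0% = DMSO wells and 100% = reporter-only cells lacking LRH-1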
Target sequence (O00482 whole entry, looked up): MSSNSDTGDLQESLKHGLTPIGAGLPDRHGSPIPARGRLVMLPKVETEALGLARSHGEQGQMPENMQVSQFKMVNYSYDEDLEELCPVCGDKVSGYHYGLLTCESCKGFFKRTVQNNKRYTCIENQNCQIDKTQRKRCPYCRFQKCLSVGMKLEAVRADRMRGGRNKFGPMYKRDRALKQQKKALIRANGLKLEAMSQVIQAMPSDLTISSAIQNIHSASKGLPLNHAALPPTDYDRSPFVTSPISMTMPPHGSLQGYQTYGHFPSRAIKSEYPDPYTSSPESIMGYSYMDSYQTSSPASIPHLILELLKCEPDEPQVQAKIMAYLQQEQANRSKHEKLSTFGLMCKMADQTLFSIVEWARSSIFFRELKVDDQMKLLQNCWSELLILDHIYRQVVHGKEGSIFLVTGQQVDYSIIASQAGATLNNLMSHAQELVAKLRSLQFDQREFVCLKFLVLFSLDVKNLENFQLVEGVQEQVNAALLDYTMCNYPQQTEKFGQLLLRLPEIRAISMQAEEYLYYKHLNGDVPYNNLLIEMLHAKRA
TWEAK Fn14 block = blocks TWEAK-Fn14 interaction in a reporter cell assay; inhibition, % at 10 µM; 360,000 tested, 2% active; TWEAK-stimulated Fn14 reporter cells, luciferase luminescence, 8 h; in the data active = inhibition above about 50%
TROY NFkB inh = blocks TROY-dependent signaling in reporter cells; inhibition, % at 10 µM; 360,000 tested, 0.98% active; Q293 LMP1-TROYcd NF-kB luciferase reporter, 4 h;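 active = compounds whose plate-normalised and pattern-corrected inhibition of the luciferase reporter signal at the single screening dose is 50% or more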
Starred values were filed as active, the others as inactive; nt = no result given.

SMILES	KKLEB cytotox	NCOA2 inhibitor	COUP-TFII inh	EBV LMP1 NFkB	C8 TRAIL sens	SRC1 inh	CF NFkB block	SRC3 inh	LRH-1 inv ag	TWEAK Fn14 block	TROY NFkB inh
O=C(C[C@@H]1C/C=C\C[C@H](Cc2ccc(F)cc2)C(=O)OC[C@H]2CCCN2C1=O)N[C@H](CO)Cc1ccccc1	-11	18	-6	2	2	6	12	17	15	16	-1
O=C1CCN=C(Nc2ccc(F)cc2)N1Cc1ccccc1	-11	-8	5	1	-16	-1	4	12	2	8	-19
NCCCN1CCOCC1	1	-19	11	6	-7	-2	-6	-2	5	5	4
CC1=C(C(=O)N2CCOCC2)CC(CC(=O)NCC2CCCCC2)C(=O)N1CCC1=CCCCC1 (stereo not drawn)	11	-31	-5	-11	-17	-7	-30	-1	6	-7	-9
COc1cc2[nH]c3c(Cl)ncnc3c2cc1OC	-2	14	-1	8	-9	12	32	39	-5	31	14
COc1cccc(NC(=O)c2ccnc(N3CCC(C(=O)NCc4ccccc4OC)CC3)c2)c1	-10	3	-30	-5	0	-42	-6	-42	-10	-7	-25
Fc1ccc(-c2nc3c4ccccc4ccn3c2Cc2ccccc2)cc1	24	-7	-9	2	21	8	-38	-15	30	-3	0
COc1ccc(CCN(C)C(=O)c2cccc(S(=O)(=O)N3CCN(c4ccc(F)cc4)CC3)c2)cc1OC	-12	2	59*	19	-4	13	43	18	29	28	25
Cc1ccc(S(=O)(=O)N2CCN(C(=O)c3c(-c4ccccc4)noc3C)CC2)c(C)c1	10	-3	-3	-14	0	16	1	10	-9	-16	-3
Cc1ccc(C)c(S(=O)(=O)c2c(N)n(/N=C/c3ccco3)c3nc4ccccc4nc23)c1	5	1	0	5	5	-5	0	-13	-2	44	5
Cc1ccc(/C=N/NC(=O)CNC(=O)COc2ccccc2)cc1	3	1	-2	2	-9	-7	0	18	-1	-2	-7
Cc1nc2ccccc2c(=O)n1-c1ccc(F)c(NC(=O)c2cccs2)c1	6	-16	14	3	2	10	-2	4	14	-13	-33
Cc1cc(NC(=O)c2ccc3c(c2)C(=O)N(CC(C)C)C3=O)no1	2	13	-5	-3	-21	7	-8	8	4	2	-25
O=C(Nc1nnc(SCc2ccc(F)cc2)s1)C1=COCCO1	-6	3	-3	-15	-6	-19	-4	-5	-39	-11	-33
CCN1CCN(c2nc3c(c(=O)[nH]c(=O)n3C)n2Cc2ccccc2)CC1	15	-23	-2	9	-11	12	15	5	0	3	0
COc1cc(-c2cc(C(=O)O)c3c(OC)c(OC)c(OC)cc3n2)ccc1O	9	-13	12	1	-10	-17	7	3	-9	6	6
CC(=O)N/C(=C/c1ccc2c(c1)OCO2)C(=O)NCCO	-2	-45	3	5	-10	16	8	5	-1	1	-2
CC(C)Cc1nc2oc3c(N4CCN(CCO)CC4)ncnc3c2c2c1CCCC2	-21	-18	4	7	16	-2	20	19	-9	37	3
Nn1cnnc1N/N=C/c1ccccc1C(F)(F)F	0	-15	-10	0	14	3	-7	10	40	-18	2
CCOC(=O)c1ccc(NS(=O)(=O)c2c(N)n(C)c(=O)n(C)c2=O)cc1	-3	-4	4	4	1	5	-25	9	-6	5	-1
c1ccc2c(Nc3nncs3)c3ccccc3nc2c1	-1	-17	-2	2	7	9	-12	8	-1	-32	-19
CC(C)C[C@H]1CN([C@@H](CC(C)C)CN2CCC[C@@H]2CN2C(=S)NC[C@@H]2Cc2ccc(O)cc2)C(=S)N1CCc1ccccc1	-46	24	25	nt	3	-2	30	-15	-13	-8	15
Cn1cc(SCC(=O)NCCc2ccccc2)c2ccccc21	-6	4	-14	-6	4	8	1	-17	-11	11	-18
Cc1nc2c(cc1C#N)C(=O)c1ccccc1-2	-14	-33	4	-10	1	-6	-20	14	-9	-6	3
C=CCSc1nnc(-c2ccccc2NC(C)=O)c(=O)[nH]1	0	-43	10	-5	6	12	-4	-17	-3	3	1
Cc1cc(OCC(=O)NNC(=S)NC(=O)c2cccs2)ccc1Cl	2	15	4	1	13	-4	-1	8	0	-57	1
O=C(Cn1sc2ccccc2c1=O)Nc1ccc(F)cc1	-23	11	-1	1	5	-11	28	-17	5	-10	11
Cc1ccc(S(=O)(=O)N/N=C/c2cccs2)cc1	2	17	7	-9	2	-2	-4	16	21	0	-9
COc1ccc(S(=O)(=O)N(C)C[C@H]2Oc3ccc(NC(=O)Cn4cnnn4)cc3C(=O)N([C@H](C)CO)C[C@@H]2C)cc1	15	-11	3	4	-14	4	-6	5	14	-14	5
Cc1ccccc1-c1ccccc1CN1[C@@H](C(C)C)COCCS1(=O)=O	9	12	1	-4	13	-12	24	-3	-11	-12	6

Sorted by count of non-hydrogen atoms (highest first): 13 of the compounds above.
SMILES	KKLEB cytotox	NCOA2 inhibitor	COUP-TFII inh	EBV LMP1 NFkB	C8 TRAIL sens	SRC1 inh	CF NFkB block	SRC3 inh	LRH-1 inv ag	TWEAK Fn14 block	TROY NFkB inh
CC(C)C[C@H]1CN([C@@H](CC(C)C)CN2CCC[C@@H]2CN2C(=S)NC[C@@H]2Cc2ccc(O)cc2)C(=S)N1CCc1ccccc1	-46	24	25	nt	3	-2	30	-15	-13	-8	15
COc1ccc(S(=O)(=O)N(C)C[C@H]2Oc3ccc(NC(=O)Cn4cnnn4)cc3C(=O)N([C@H](C)CO)C[C@@H]2C)cc1	15	-11	3	4	-14	4	-6	5	14	-14	5
CC(C)Cc1nc2oc3c(N4CCN(CCO)CC4)ncnc3c2c2c1CCCC2	-21	-18	4	7	16	-2	20	19	-9	37	3
COc1cc(-c2cc(C(=O)O)c3c(OC)c(OC)c(OC)cc3n2)ccc1O	9	-13	12	1	-10	-17	7	3	-9	6	6
CCN1CCN(c2nc3c(c(=O)[nH]c(=O)n3C)n2Cc2ccccc2)CC1	15	-23	-2	9	-11	12	15	5	0	3	0
CCOC(=O)c1ccc(NS(=O)(=O)c2c(N)n(C)c(=O)n(C)c2=O)cc1	-3	-4	4	4	1	5	-25	9	-6	5	-1
Cc1cc(OCC(=O)NNC(=S)NC(=O)c2cccs2)ccc1Cl	2	15	4	1	13	-4	-1	8	0	-57	1
Cn1cc(SCC(=O)NCCc2ccccc2)c2ccccc21	-6	4	-14	-6	4	8	1	-17	-11	11	-18
O=C(Cn1sc2ccccc2c1=O)Nc1ccc(F)cc1	-23	11	-1	1	5	-11	28	-17	5	-10	11
c1ccc2c(Nc3nncs3)c3ccccc3nc2c1	-1	-17	-2	2	7	9	-12	8	-1	-32	-19
Nn1cnnc1N/N=C/c1ccccc1C(F)(F)F	0	-15	-10	0	14	3	-7	10	40	-18	2
Cc1ccc(S(=O)(=O)N/N=C/c2cccs2)cc1	2	17	7	-9	2	-2	-4	16	21	0	-9
Cc1nc2c(cc1C#N)C(=O)c1ccccc1-2	-14	-33	4	-10	1	-6	-20	14	-9	-6	3

Following part
SMILES	KKLEB cytotox	NCOA2 inhibitor	COUP-TFII inh	EBV LMP1 NFkB	C8 TRAIL sens	SRC1 inh	CF NFkB block	SRC3 inh	LRH-1 inv ag	TWEAK Fn14 block	TROY NFkB inh
CCOC(=O)c1ccccc1NC(=O)COC(=O)CCNS(=O)(=O)c1ccccc1	3	-4	-15	-12	0	-2	-7	9	-6	-22	18
Cc1c(C(=O)N(CCc2ccccc2)Cc2ccccc2)cccc1[N+](=O)[O-]	-6	10	-4	-7	2	-8	24	3	14	2	-12
CCOc1ccc(-c2nn3c(-c4ccc(F)cc4)nnc3s2)cc1	3	5	19	10	4	-1	-16	-3	9	-28	-6
Cc1ccc(C(=O)Nc2cccc(C(O)c3ccccc3)c2)cc1 (stereo not drawn)	10	-17	-18	1	6	-9	-2	11	1	-24	-21
CCOC(=O)c1oc2ccccc2c1NC(=O)Cc1cccs1	-13	-7	-6	1	21	-15	6	9	10	-19	-10
CC1/C(=N/O)C(CN(C)C)C2CC1C2(C)C (stereo not drawn)	7	-15	11	2	-1	9	-2	18	7	-24	16
COc1ccc(N(C(=O)CNC(=O)c2ccco2)C(C(=O)NC2CCCCC2)c2cccnc2)cc1 (stereo not drawn)	11	18	-2	-6	0	15	-7	9	13	12	7
COC(=O)c1ccc(CN2CCc3ccccc32)cc1	0	11	1	-24	-2	-5	-16	-18	17	-4	-14
CCOC(=O)Cc1csc(NC(=O)Nc2cccc(Cl)c2)n1	2	-33	-4	7	18	-5	16	2	-3	40	7
CO/N=C(/C)CCS(=O)(=O)c1ccccc1	13	-4	-3	-1	-4	-2	-15	5	8	-4	2
C=CCn1c(-c2csc(-c3ccc(OC)c(OC)c3)n2)n[nH]c1=S	-7	2	-2	10	-8	-6	9	-16	6	-44	11
CCN1C(=O)CSc2ccc(C(=O)NCc3ccco3)cc21	-6	3	-11	1	5	-3	0	0	4	17	16
O=S(=O)(c1ccc(NC2CCCc3ccccc32)nc1)N1CCOCC1 (stereo not drawn)	5	-4	6	-3	28	5	-2	-2	-7	0	0
CC(=O)Oc1ccc(NC(=O)CCC2CCCCC2)c(C(=O)O)c1	-5	2	2	-14	10	8	17	0	1	8	-3
COc1ccc(NC(=O)c2sc(SC)nc2N)cc1	-3	-32	-63	-27	16	-76	19	-52	-77	-1	-34
Cn1cccc1C(=O)OCc1ccc(C(C)(C)C)cc1	-13	-12	-11	-56	7	-100	3	-59	-33	5	-12
COc1ccc(-c2csc(NC(=O)CCCc3cccs3)n2)cc1	-4	3	10	6	19	-6	-8	10	0	-5	10
CCn1ncc2c1C(=O)NC1c3ccccc3C(=O)N21 (stereo not drawn)	-15	-19	-8	-8	-3	-17	3	0	-16	-1	6
COC(=O)c1ccc(C(=O)OC)c(NC(=O)C2CC2)c1	4	-8	0	7	1	-2	9	-2	-1	12	0
Cc1ccc(CN2CCC(n3nccc3NC(=O)c3ccccc3C)CC2)o1	7	-11	-6	-6	-5	10	-14	-46	-23	4	7
Cc1cc(C)n(C(=O)c2cc([N+](=O)[O-])cc([N+](=O)[O-])c2)n1	-12	-15	-8	5	2	-3	-11	12	0	-4	1
COc1ccc(-c2ocnc2C(=O)N2CCN(Cc3cccnc3)CC2)cc1	13	-5	-7	-10	11	-3	5	20	3	-2	2
COc1ccccc1NC(=O)CN1CCN(C2c3ccccc3-c3ccccc32)CC1	-13	-4	4	-2	22	5	-3	4	11	28	21
NC1(CO)COC(c2ccccc2)OC1 (stereo not drawn)	-3	-14	1	-2	-21	-18	11	-10	2	8	-1
CC(=O)Nc1ccc(NC(=O)CCCN2C(=O)c3ccccc3C2=O)cc1	-4	-28	3	-2	-6	19	16	17	-14	20	-19
